Screening data (PubChem BioAssay)
mec2-1: NCI yeast anticancer drug screen, S. cerevisiae mec2-1 strain | AID 157, 2004 | actives 9% (n = 79,000) | % growth inhibition at 50 µM;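 also: 0% = growth of vehicle-only cultures of the same strain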
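Compounds were applied to mec2-1 yeast cells. Their growth was then compared with that of vehicle-treated cultures to give growth inhibition.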
yeast cln2 rad14: NCI yeast anticancer drug screen, S. cerevisiae cln2 rad14 strain. actives 8.3% (n = 78,000). % growth inhibition at 50 µM. AID 165, 2004;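 also: 0% = growth of vehicle-only cultures of the same strain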
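Yeast carrying cln2 and rad14 alterations (cell cycle control and DNA damage repair) were exposed to compounds. Growth inhibition was measured against vehicle-treated controls.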
yeast rad50: NCI yeast anticancer drug screen, S. cerevisiae rad50 strain | growth inhibition, % at 50 µM | actives 10% (n = 79,000);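 also: 0% = growth of vehicle-only cultures of the same strain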
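Genetically altered yeast (DNA repair pathway); compound treatment; growth inhibition vs vehicle ctrl.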
sgs1 mgt1: NCI yeast anticancer drug screen, S. cerevisiae sgs1 mgt1 strain | AID 161, 2004 | % growth inhibition at 50 µM | actives 10% (n = 78,000);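 also: 0% = growth of vehicle-only cultures of the same strain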
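Read-out: growth inhibition vs vehicle controls. Cells: mutant yeast strain deficient in DNA damage repair.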
yeast bub3: NCI yeast anticancer drug screen, S. cerevisiae bub3 mutant strain; growth inhibition, % at 50 µM; actives 9.9% (n = 78,000);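 also: 0% = growth of vehicle-only cultures of the same strain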
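Growth of a checkpoint-deficient yeast mutant is measured after compound exposure. Values represent inhibition relative to vehicle.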
yeast mlh1 rad18: NCI yeast anticancer drug screen, S. cerevisiae mlh1 rad18 strain. % growth inhibition at 50 µM. actives 11% (n = 79,000). AID 175, 2004;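 also: 0% = growth of vehicle-only cultures of the same strain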
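Genetically defined yeast (DNA repair-deficient) exposed to compounds; growth inhibition determined relative to vehicle.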
* hit, by the source's call; . = no result given; & = joins results of further samples; ! = repeats disagree. Rule as the data show it: active = growth inhibition above about 70%; inactive = the rest.

Order of results: mec2-1, yeast cln2 rad14, yeast rad50, sgs1 mgt1, yeast bub3, yeast mlh1 rad18
C=C1CC2CC[C@@]34CC5O[C@@H]6C(O[C@H]7CC[C@H](CC(=O)OC8C(C)C9OC%10C[C@]%11(C[C@@H]%12O[C@]%13(CC(C)[C@@H]%14O[C@H](C(O)CC(O)CO)C[C@@H]%14O%13)CC(C)[C@@H]%12O%11)OC%10CC9O[C@H]8C[C@H]8OC(CC[C@@H]1O2)C[C@@H](C)C8=C)OC7[C@@H]6O3)[C@H]5O4 (stereo partly drawn)
    91*, 84*, 87*, 91*, 91*, 70
Cc1cc(C)n(-c2nc3ccccc3c(=O)n2-c2ccccc2)n1
    -3, 0, -3, -14, -8, -17
O/N=C(Cl)/C(Cl)=N/O
    36, 22, 52, 45, 8, 45
Cc1cnc2ncn(Cc3c[nH]c(=O)[nH]c3=O)c(=O)c2c1
    6, 14, 0, -8, -18, -12
Nc1ncc(CCCCc2ccc(NC(=O)Nc3ccc(S(=O)(=O)F)cc3)cc2)c(N)n1
    99*, 93*, 98*, 99*, 99*, 99*
C/C=C\c1ccc(OC(=O)NC)c(OC)c1
    -15, -30, -3, 6, -12, 0
CCCCCCCCCCCCCCC(O)C1CCC(C(O)CCC(O)CCCCCC(O)CC2=CC(C)OC2=O)O1 (stereo not drawn)
    -33, 40, -37, -18, -25, 3
[Cl][Sn]([Cl])([c]1ccccc1)[c]1ccccc1.c1ccncc1.c1ccncc1
    99*, 99*, 98*, 99*, 98*, 99*
[Cl][Hg][Cl].c1ccc(N=P(c2ccccc2)(c2ccccc2)c2ccccc2)cc1
    100*, 100*, 100*, 100*, 99*, 100*
C=C[Si]12OCCN(CCO1)CCO2
    -72, 4, -27, -8, -33, -21
CCOC(=O)/C(=C\c1ccoc1)P(=O)(OCC)OCC
    15, 10, 49, 34, 29, 16
Cc1cc(C)nc(NN=O)c1
    -27, -21, -14, -26, -63, -81
N[C@H]1C2C3CC4C5CC(C42)C1(c1ccccc1)C53 (stereo partly drawn)
    -5, -5, -20, 0, -12, -6
C=C(CO)C(=O)OC1CC(=C)C2CC(O)C(=C)C2C2OC(=O)C(=C)C12 (stereo not drawn)
    -18, 21, -16, -18, 1, -21
O=c1c2ccccc2[nH]c(=S)n1-c1cccc(C(F)(F)F)c1
    76*, 62, 72*, 77*, 78*, 69
O=P1(Oc2ccccc2)N(CCCl)CCN1c1ccccc1 (stereo not drawn)
    -45, 13, -12, 7, 32, -5
C1=C[N-]c2c3c(ccc2=C1)=CC=C[N-]3.C1=C[N-]c2c3c(ccc2=C1)=CC=C[N-]3.[Cl][Ru][Cl]
    28, 44, 70*, 49, 61, 34
O=[N+]([O-])c1cc(C2CCCCC2)c(O)c([N+](=O)[O-])c1
    80*!, 59&-9, 47&47, 81*!, 82*!, 86*!
O=c1c2ccccc2nc(-c2ccccc2)n1-c1nnc(C(F)(F)F)s1
    23, 29, 23, 18, 22, 31
Oc1cccc(/C=N\NC(=S)NC2CN3CCC2CC3)c1 (stereo not drawn)
    -6, -4, 3, -6, 7, -13
S=C(S)N1CCOCC1
    28, -24, -12, 43, 98*, 20
CN(C)P(=O)(Oc1occc1C(C)(C)O)N(C)C
    3, -28, 18, 19, 31, 21
O=C(O)C(C(=O)O)P(=S)(S)c1ccccc1 (stereo not drawn)
    9, 1, -2, -3, 35, 14
CC1=C[C@H]2O[C@@H]3C[C@H]4OC(=O)/C=C\C=C\C(C(C)O)OCC(O)C(C)CC(=O)OC[C@@]2(C[C@@H]1O)[C@]4(C)[C@@]31CO1 (stereo partly drawn)
    92*, 91*, 91*, 92*, 91*, 90*
O=S(=O)(O)c1ccc(CBr)cc1
    -28, -36, -28, 1, -4, -7
Nc1ccc(Cl)cc1.Nc1ccc(Cl)cc1.Nc1ccc(Cl)cc1.O=C([O-])C(=O)[O-].O=C([O-])C(=O)[O-].[H+].[Ru+5]
    21, 28, 18, 13, 27, 34
CCN1CN(c2ccccc2)C2(CCN(CC(CC3OCCO3)c3ccc(F)cc3)CC2)C1=O (stereo not drawn)
    32, 14, 28, 52, 47, 45
NCCc1c[nH]c2c(OCc3ccccc3)cccc12
    -13, -77, -5, 1, 2, -12
COc1cc2c(cc1OC)C13CCN4CC5=CCOC6CC(=O)N2C1C6C5CC43 (stereo not drawn)
    -36&-44, 4, 7&-13, -21, -9, -2&-1
C[C@@]1(CCCCCCCCCCc2ccccc2)C[C@@]2(C)OC(=O)C[C@H]2OO1
    -6, -39, -15, -20, -81, -26
COC(COC(N)=O)C1=C(N2CC2)C(=O)C(C)=C(N2CC2)C1=O (stereo not drawn)
    71*, 51, 66, 43, 25, .
CC(=O)[O-].O=C([CH-]C(=O)c1ccccc1)c1ccccc1.O=C([CH-]C(=O)c1ccccc1)c1ccccc1.[Dy+3]
    93*, ., 91*, 93*, 92*, 91*
COc1ccc([N+](=O)[O-])cc1N=Cc1ccc(N(CCCl)CCCl)cc1C
    13, 19, 43, 52, 4, 17
CCN(CC)CCN(CC)CC.CCN(CC)CCN(CC)CC.[Cu+2].[Cu+2].[O-][Cl+3]([O-])([O-])[O-].[OH3+].[OH3+]
    2, 16, -3, 0, 13, 16
CCCCCCP(=O)(CCCCCC)CCCCCC (tested in a mixture with another compound)
    84*, 79*, 77*, 87*, 62, 84*
C[CH2][Sn]([I])([CH2]C)[CH2]C
    98*, 98*, 96*, 97*, 98*, 98*
Cc1cc(O)ccc1Cl
    16, -14, 5, -1, -2, -16
COc1ccc2c(c1O)-c1cccc3c1[C@@H](C2)N(CCCl)CC3
    71*, 35, 68, 58, 44, 87*
O=C(Nc1c(O)[nH]c(=S)[nH]c1=O)c1ccccc1F
    6, 16, -18, -11, -18, -12
c1ccc2c3ccn4cc5c(cc4c-3nc2c1)CCCC5
    87*, 73*, 87*, 86*, 87*, 85*

As a short view, 13 of the compounds above.
Order of results: mec2-1, yeast cln2 rad14, yeast rad50, sgs1 mgt1, yeast bub3, yeast mlh1 rad18
NCCc1c[nH]c2c(OCc3ccccc3)cccc12
    -13, -77, -5, 1, 2, -12
COc1cc2c(cc1OC)C13CCN4CC5=CCOC6CC(=O)N2C1C6C5CC43 (stereo not drawn)
    -36&-44, 4, 7&-13, -21, -9, -2&-1
C[C@@]1(CCCCCCCCCCc2ccccc2)C[C@@]2(C)OC(=O)C[C@H]2OO1
    -6, -39, -15, -20, -81, -26
COC(COC(N)=O)C1=C(N2CC2)C(=O)C(C)=C(N2CC2)C1=O (stereo not drawn)
    71*, 51, 66, 43, 25, .
CC(=O)[O-].O=C([CH-]C(=O)c1ccccc1)c1ccccc1.O=C([CH-]C(=O)c1ccccc1)c1ccccc1.[Dy+3]
    93*, ., 91*, 93*, 92*, 91*
COc1ccc([N+](=O)[O-])cc1N=Cc1ccc(N(CCCl)CCCl)cc1C
    13, 19, 43, 52, 4, 17
CCN(CC)CCN(CC)CC.CCN(CC)CCN(CC)CC.[Cu+2].[Cu+2].[O-][Cl+3]([O-])([O-])[O-].[OH3+].[OH3+]
    2, 16, -3, 0, 13, 16
CCCCCCP(=O)(CCCCCC)CCCCCC (tested in a mixture with another compound)
    84*, 79*, 77*, 87*, 62, 84*
C[CH2][Sn]([I])([CH2]C)[CH2]C
    98*, 98*, 96*, 97*, 98*, 98*
Cc1cc(O)ccc1Cl
    16, -14, 5, -1, -2, -16
COc1ccc2c(c1O)-c1cccc3c1[C@@H](C2)N(CCCl)CC3
    71*, 35, 68, 58, 44, 87*
O=C(Nc1c(O)[nH]c(=S)[nH]c1=O)c1ccccc1F
    6, 16, -18, -11, -18, -12
c1ccc2c3ccn4cc5c(cc4c-3nc2c1)CCCC5
    87*, 73*, 87*, 86*, 87*, 85*

Next part
Order of results: mec2-1, yeast cln2 rad14, yeast rad50, sgs1 mgt1, yeast bub3, yeast mlh1 rad18
OC(c1ccccc1)C(NC1CCCCC1)c1ccccc1 (stereo not drawn)
    -19, -24, -4, -1, -6, -56
O=C1NC2NC3NC(=O)NC3NC2N1 (stereo not drawn)
    2, -5, 4, 0, 10, -24
CCN(CC)CCN1CC2C3C=CC(C3)C2C1 (stereo not drawn)
    -5, -19, 4, 2, 6, 0
O=[N+]([O-])c1cc[n+]([O-])c2ccccc12
    54, 99*, 99*, 55, 50, 98*
CCC[CH2][Sn]1([CH2]CCC)[O]C(=O)C(C(C)C)N=Cc2ccccc2[O]1 (stereo not drawn)
    93*, 92*, 90*, 91*, 91*, 89*
O=C1C=CC(=O)C1(Br)Br
    100*, 99*, 100*, 99*, 99*, 99*
CCOC(=O)C1=C(OC(OCC)C(C)[Se]c2ccccc2)CCC1 (stereo not drawn)
    -2, 21, 56, 20, 2, 8
CCOC(=O)C1C2(C)NC(=O)C1(Cc1ccccc1)c1cc(C)c(C)cc1O2 (stereo not drawn)
    16, -6, -1, -12, -3, 3
c1ccc2c(c1)Nc1ccccc1S2
    10, 28, 41, 18, 28, 34
CCOC(=O)/C=C1/C=C(C)CC(C)(C)C1 (tested in a mixture with another compound)
    -59, -40, 0, -9, 19, 2
COC(=O)CCCCCCCCCCN(CCCl)CCCl
    29, 26, 40, 32, 21, 67
CC(=O)CC(=O)Nc1c(C)[c]([Hg][O]C(C)=O)c(C)[c]([Hg][O]C(C)=O)[c]1[Hg][O]C(C)=O
    93*, 88*, 91*, 93*, 92*, 90*
COc1cc(C=Nc2cc[c]([Hg][O]C(C)=O)cc2)ccc1O
    100*, 99*, 100*, 99*, 99*, 99*
CN(C)CCNC(=O)c1ccc(N(CCCl)CCCl)c([N+](=O)[O-])c1[N+](=O)[O-]
    20, 18, 36, 31, 10, 34
O=C1CCCO1
    -2, -9, -6, 20, -3, -5
CNC(=O)Oc1cccc2c(OC3OC(CO)C(O)C(O)C3O)cccc12 (stereo not drawn)
    19, -17, -26, -13, 2, -24
Clc1ccc(NC2=NCCS2)cc1Cl
    -23, -8, -9, 41, -3, 11
CCCCc1ccc(N=C(N)N)cc1
    9, 8, 26, 19, 12, -2
O=C(CCN1CC=C(c2ccccc2)CC1)NCc1ccccc1
    -7, ., 5, ., ., 9
c1cnccn1
    -7, -22, -9, -24, -14, -19
CC(C)=CCC/C(C)=C/COC(=O)C1C(C=C(C)C)C1(C)C (stereo not drawn)
    -17, 3, -2, 12, -4, -1
CC(=O)O[C@H]1CC[C@@]2(C)[C@H](CC[C@@H]3[C@@H]2CC[C@]2(C)[C@@H](c4ccc(=O)oc4)C[C@H]4O[C@]342)C1
    7, 14, 53, 30, 8, 17
COC(=O)c1c(C(=O)OC)c1=[N+]=[N-]
    -5, -11, 5, -1, 0, 6
CC(=O)C1CCC2C3CCC4=CC(=O)CCC4=C3C=CC12C (stereo not drawn)
    2, 6, 44, 43, 29, 36
CC(C)(C)C(=O)CC(=O)C(C)(C)C.[Cl][Sb]1([Cl])[c]2ccccc2Cc2cccc[c]21
    24, -14, -1, 20, 1, 9
CC(C)NC1CCCCC2c3ccccc3C12O (stereo not drawn)
    -20, 8, -30, -63, -22, -38
CC(C)(C)C1=C(Br)C(Br)(C(C)(C)C)OP1(=O)c1ccccc1 (stereo not drawn)
    9, 6, 8, -23, -5, -28
[NH-]C(CCC(N)=O)C(=O)O.[NH-]C(CCC(N)=O)C(=O)O.[Pd+2] (stereo not drawn)
    -3, -72, -15, -8, -1, -8
O=C(CC(=O)C(F)(F)F)c1cccs1.O=C(CC(=O)C(F)(F)F)c1cccs1.O=C(CC(=O)C(F)(F)F)c1cccs1.[Tb]
    21, -28, -5, 25, -2, 28
COc1cc(CC[N+](C)(C)C)cc(OC)c1OC
    6, 25, 5, 8, 10, 35
CCCC[N+]1(C)CCCC1c1cccnc1 (stereo not drawn)
    -7, -10, -16, 5, -11, -8
CC(=O)[C-](I)C(C)=O.CC(=O)[C-](I)C(C)=O.CC(=O)[C-](I)C(C)=O.[Ru+3]
    91*, 7, 48, 36, -2, 54
NCCP(=O)(O)O
    5, 42, -10, 9, 12, 19
COC(=O)C1(C)CCCC2(C)c3cc(O)c(C(C)C)cc3CCC12 (stereo not drawn)
    0, -10, -26, -2, 7, -4
O=C(O)c1cc(C(=O)O)cc(S(=O)(=O)F)c1
    4, 11, 14, 20, -4, 8
O=P(OCCCl)(OCCCl)OCCCl
    -19, -55, -12, -19, 0, -5
O=c1ssc(Cl)c1Cl
    89*, 89*, 86*, 90*, 88*, .
COC(COC(=O)N1CCN(C=O)CC1)C1=C(N2CC2)C(=O)C(C)=C(N2CC2)C1=O (stereo not drawn)
    33, 35, 35, 40, -10, 79*
O=C(O)c1cc(CBr)ccc1O
    5, 5, 27, 21, -24, 24
COc1ccc(C(C)(C)CC(C)(C)C)cc1
    3, 12, 39, 33, 6, -1

Random excerpt: 2 records from the list
Order of results: mec2-1, yeast cln2 rad14, yeast rad50, sgs1 mgt1, yeast bub3, yeast mlh1 rad18
COC(=O)c1c(C(=O)OC)c1=[N+]=[N-]
    -5, -11, 5, -1, 0, 6
O=C(O)c1cc(CBr)ccc1O
    5, 5, 27, 21, -24, 24

Only part of the results is shown (hit frequency here may not be typical).
